# From PubChem
# ULK1 inh = inhibitors of human ULK1 kinase. AlphaScreen Atg13 phosphorylation by ULK1, luminescence. O75385. inhibition, % at 5.96 µM. 30,000 compounds, 1.9% hits; in the data active = inhibition above about 43%;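 note: 0% = median of compound wells and 100% = no enzyme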
# ASK1 inh = human ASK1 kinase inhibition, primary screen; inhibition, % at 7.44 µM; AlphaScreen MKK6 phosphorylation by ASK1, luminescence; 22,000 compounds, 0.99% hits; in the data active = inhibition above about 35%;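 note: 0% = median of compound wells and 100% = no enzyme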
# * marks the source's active call; other numbers are inactive results; / = no result given; & = joins results of further samples.
ULK1 inh | ASK1 inh | SMILES
58* | 7 | Cn1cnnc1-c1ccc(Nc2nccc(-c3cncc(N4CCOCC4)c3)n2)cc1
10 | -1 | O=C(Nc1ccc2[nH]ncc2c1)[C@H]1C[C@@H](O)CN1C(=O)Nc1ccccc1
7&15 | -10&14 | O=C(NCCOc1ccccc1)c1csc(Nc2ccncn2)n1
14 | 18 | c1cnc(Nc2nc(Nc3ccc(N4CCOCC4)cc3)c3ncn(-c4ccsc4)c3n2)cn1
5 | -17 | O=C(NCCN1CCOCC1)c1cncc(-c2ccccc2)c1
11 | -4 | NC(C(=O)N1CCC(Nc2ccc3[nH]c(=O)ccc3c2)CC1)c1ccc(Br)cc1 (centres undefined)
4 | -6 | COc1cccc(CN2CCCC(c3nc4ccc(-c5ccncc5)cc4[nH]3)C2)c1 (centres undefined)
2 | -5 | COc1ccc(-c2cccc(C(=O)NCCN3CCOCC3)c2)cc1
10 | -3 | CCNc1nc(C)cc(NCc2ccccc2)n1
-24 | / | OCCN1CCN(c2cc(-c3ccccc3F)nc(-c3ccccc3)n2)CC1
-5 | 18 | CCN(CC)c1nc(NCc2nc3ccccc3[nH]2)nc(NC2CCC(O)CC2)n1 (centres undefined)
1 | / | Cn1c(=O)c2c(ncn2CC(=O)NNC(=S)Nc2ccccc2)n(C)c1=O
-10 | / | CC(=O)Nc1oc2ccc([N+](=O)[O-])cc2c1Cl
-5 | 14 | Nc1cccc(-c2nc(Nc3ccc(N4CCOCC4)cc3)c3ncn(C4CCCCC4)c3n2)c1
19 | / | Cc1ccc(C(=O)c2cc(O)c(O)c([N+](=O)[O-])c2)cc1
0 | / | O=C(CC1SC(=Nc2ccccc2)N(CCO)C1=O)Nc1ccccc1 (centres undefined)
0 | -1 | CC(=O)Nc1ccc(NC(=O)c2ccc(-c3cccc(C(C)=O)c3)s2)cc1
0 | -17 | COc1ccc(CCNC(=O)c2cnc(-c3csc4ccccc34)s2)cc1
-2 | / | CN(C)S(=O)(=O)N1CCC2(CC1)NC(=O)N(Cc1ccccc1)C2=O
11 | / | COc1cc(C)nc(Oc2cccc(C(=O)O)c2)n1

# (next part)
ULK1 inh | ASK1 inh | SMILES
14 | 6 | O=C(NC1CC1)c1ccc(-c2nc3ccc(C(=O)NC4CCN(Cc5ccccc5)CC4)cc3s2)cc1
75* | -2 | N[C@H]1CCC[C@H](C(=O)Nc2ccc3cnccc3c2)C1
2 | / | COc1ccc(C[C@H](C)NC[C@@H](O)c2ccc(O)c(NC=O)c2)cc1
19 | 39* | COc1cc(Nc2ccnc(Nc3cccc(N(C)C)c3)n2)cc(OC)c1OC
-3 | 6 | CCN(CC)C(=O)C1CCCN(c2nc3c(Nc4cc(OC)c(OC)c(OC)c4)ncnc3n2C(C)C)C1 (centres undefined)
-4 | 8 | COc1ccc2c(c1)CC(C(=O)Nc1ccc(-c3cn[nH]c3N)cc1)CO2 (centres undefined)
19 | / | Cc1sc(NC(=O)CCl)nc1-c1ccc(F)cc1
-10 | / | CCN(CC)S(=O)(=O)c1c(C)nn(C(=O)COc2ccc(C)cc2)c1C
-43 | / | Cc1nc(NCCc2ccccc2)cc(-c2cncc(Br)c2)n1
7 | 5 | CCCNC(=O)c1cccc(N2CCN(Cc3ccc4c(c3)OCO4)CC2)n1
22 | -1 | CC(C)C[C@H](O)C(=O)N1CCCN(S(=O)(=O)c2cccc3cnccc23)CC1
0 | -5 | CCCNc1nc(Nc2nc3ccccc3n2C)nc2c1ncn2-c1ccsc1
5 | / | NC(=O)c1ccc(NC(=O)c2cc([N+](=O)[O-])cc([N+](=O)[O-])c2)cc1
10 | 2 | NC(Cc1ccccc1)C(=O)Nc1ccc(-c2cn[nH]c2)cc1 (centres undefined)
2 | 7 | CC(C)n1c(Nc2nc3ccccc3n2C)nc2c(NCc3nc4ccccc4[nH]3)ncnc21
-1 | 4 | CC(C)n1cnc2c(NCCN3CCOCC3)nc(N3CCc4ccccc4C3)nc21
-11 | -10 | COc1nc(NCCc2ccc(O)cc2)nc(-c2cccc(N)c2)n1
-10 | / | CCCCCCNc1nc(N2CCOCC2)nc(N2CCOCC2)n1
-27 | -60 | CN1CCN(c2ccc(-c3nc4ccc(C(=O)NCCc5ccc(O)cc5)cc4s3)cc2)CC1
5 | 12 | Cc1cc(NCc2ccccc2)nc(-c2ccc3[nH]ccc3c2)n1

# Continuation:
ULK1 inh | ASK1 inh | SMILES
-6 | / | CC[C@H](C)[C@@H]1NC(=O)[C@H](Cc2ccc(O)cc2)NC(=O)[C@@H](N)CSSC[C@@H](C(=O)N2CCC[C@H]2C(=O)N[C@@H](CC(C)C)C(=O)NCC(N)=O)NC(=O)[C@H](CC(N)=O)NC(=O)[C@H](CCC(N)=O)NC1=O
-4 | / | Cc1nc(-c2cncc(-c3cccs3)c2)cc(N2CCOCC2)n1
0 | -4 | CCCNc1nc(NCC)nc2c1ncn2-c1ccccc1
1 | -19 | Cc1cncc2cccc(NC3CCCN(S(=O)(=O)c4ccc(Br)cc4)C3)c12 (centres undefined)
-8 | / | O=C(O)c1cc(=O)[nH]c2ccc(Cl)cc12
38 | 26 | Cn1ccc2cc(Nc3nccc(-c4cncc(N5CCOCC5)c4)n3)ccc21
1 | 5 | CC(C)n1c(-c2cccc(N)c2)nc2c(Nc3ccc(N4CCOCC4)cc3)ncnc21
-14 | -5 | CCCN1CCN(c2c(Cl)cccc2NC(=O)Nc2cccc(C(F)(F)F)c2)CC1
30 | -6 | NC(=O)c1ccc(-c2nc(C(=O)Nc3ccc(Oc4ccccc4)cc3)cs2)cc1
1 | 26 | c1ccc(Oc2ccc(Nc3nc(N4CCOCC4)nc4c3ncn4-c3ccccc3)cc2)cc1
-3 | -6 | CC(C)N(CCNc1nc(Nc2ncccn2)nc2c1ncn2C1CCCCC1)C(C)C
16 | -11 | NC(=O)c1ccc2nc(-c3csc4ccccc34)sc2c1
0 | -15 | COc1ccc(CCNC(=O)c2cccc(N3CCc4ccccc4C3)c2)cc1
-1 | 10 | O=C(NCCOc1ccccc1)C1CCN(c2ccc(NC3CCN(Cc4ccccc4)CC3)nn2)CC1
-16 | / | N#CCCNc1cc(-c2ccccc2)nc(-c2ccccn2)n1
9 | 7 | O=C(NCc1nc2ccccc2[nH]1)c1ccc2nc(NCc3cccnc3)sc2c1
6 | -4 | O=C(NCc1ccc(-c2cn[nH]c2)cc1)C1COc2ccccc2O1 (centres undefined)
13 | / | O=C1[C@@H]2[C@@H]3CC[C@H](C3)[C@@H]2C(=O)N1CCCCN1CCN(c2ncccn2)CC1
-31 | -28 | C1=C(c2nc3ccc(-c4ccncc4)cc3[nH]2)CCOc2ccccc21
-10 | -32 | COc1ccc(-c2cccc(C(=O)Nc3ccc(NC(C)=O)cc3)c2)cn1

# The list goes on.
ULK1 inh | ASK1 inh | SMILES
1 | 1 | Cc1cnc(N2CCOCC2)nc1NCc1cccc(C(F)(F)F)c1
18 | -9 | CC(=O)Nc1ccc(Nc2nc(NCCCN3CCCC3=O)nc3c2ncn3-c2ccsc2)cc1
8 | -23 | O=C(NCCOc1ccccc1)c1cccc(Nc2ccncc2)c1
6 | 2 | CC(=O)Nc1ccc(NC(=O)c2ccc3nc(N4CCN(c5ccccn5)CC4)sc3c2)cc1
3 | -7 | CCN(Cc1ccccc1)C(=O)Nc1ccc(-c2cn[nH]c2)cc1N(C)CCN(C)C
5 | -13 | CC(C)n1cnc2c(NCc3cccc(C(F)(F)F)c3)nc(-c3csc4ccccc34)nc21
1 | -8 | CN(C)CCSc1cc(-c2cn[nH]c2)ccc1NC(=O)C1COc2ccc(F)cc2C1 (centres undefined)
3 | 16 | O=C(O)Cc1ccc(Nc2nccc(-c3ccccc3)n2)cc1
19 | 29 | c1ccc(Nc2nc(Nc3ccc4ncccc4c3)nc3c2ncn3-c2ccsc2)cc1
5 | / | COc1ccc(CCN(C)C(=O)C2CCN(Cc3ccccn3)CC2)cc1OC
-14 | 0 | CC(=O)Nc1ccc(Nc2nc(-c3csc4ccccc34)nc3c2ncn3C2CCCCC2)cc1
5 | -6 | Cc1cc(NCCN(C(C)C)C(C)C)nc(Nc2ccc(-n3ccnc3)cc2)n1
-13 | 7 | COc1ccc(-c2nc(NC3CCN(Cc4ccccc4)CC3)c3ncn(-c4ccsc4)c3n2)cc1
-16 | -12 | O=C1CCCN1CCCNc1nc(N2CCC(N3CCOCC3)CC2)nc2nc[nH]c12
8 | 3 | CCCNc1cc(-c2csc3ccccc23)nc(N)n1
7 | 9 | c1ccc(OCCNc2ncnc3nc(Nc4cccnc4)[nH]c23)cc1
5 | / | O=C(O)C1C2C=CC3(CN(C4CC4)C(=O)C13)O2 (centres undefined)
9 | / | CC1=C(C)C(=O)C(CCCCC#CCCCC#CCO)=C(C)C1=O
4 | 19 | CN1CCN(c2cccc(-c3ccnc(Nc4ccc(-n5ccnn5)cc4)n3)c2)CC1
-9 | -24 | CN(c1ccc2[nH]ncc2c1)C1CCN(C(=O)C(O)c2ccc(Cl)cc2)CC1 (centres undefined)

# Carrying on:
ULK1 inh | ASK1 inh | SMILES
2 | -8 | O=C(NC1CCN(Cc2ccccc2)CC1)c1cnc(NCCCN2CCCC2=O)s1
18 | 4 | CC(C)n1c(NCc2cccnc2)nc2c(Nc3ccc(N4CCOCC4)cc3)ncnc21
85* | / | CC(N)(Cc1ccc(O)c(O)c1)C(=O)O (centres undefined)
4 | 2 | NC(=O)c1ccc(-c2cc(NCCCN3CCCC3=O)ncn2)cc1
-4 | 16 | COc1cc2nc(Cl)nc(Nc3ccc4c(c3)OCO4)c2cc1OC
-6 | -10 | N=c1ccn(-c2ccncc2)cc1NC(=O)C1COc2ccccc2O1 (centres undefined)
0 | 11 | C[C@@H](O)C(=O)N[C@@H]1CCN(C(=O)c2cnccc2Nc2ccc(Cl)c(F)c2)C1
-8 | 5 | O=C(NCC(O)c1ccc(Br)cc1)c1cccc(-c2ccc3cnccc3c2)c1 (centres undefined)
-10 | -14 | Cn1c(Nc2nc(NCCN3CCOCC3)c3ncn(-c4ccccc4)c3n2)nc2ccccc21
-13 | / | O=C(O)c1cn(C2CC2)c2cc(N3CCNCC3)c(F)cc2c1=O
11 | -15 | Cc1nn(C)c(C)c1-c1nc(NCc2cccc(C(F)(F)F)c2)c2[nH]cnc2n1
-8 | -9 | O=C(NCc1nc2ccccc2[nH]1)c1ccnc(N2CCN(Cc3ccc4c(c3)OCO4)CC2)c1
-12 | 1 | CC(=O)c1cccc(-c2nc3ccc(C(=O)NCCO)cc3s2)c1
15 | -19 | CC(=O)Nc1ccc(NC(=O)c2cncc(-c3c(C)nn(C)c3C)c2)cc1
7 | / | CC1(N=C2Nc3cc(Cl)sc3S(=O)(=O)N2)CC1
11 | / | COc1ccc(/C=C2\SC(N)=NC2=O)cc1Oc1ccc([N+](=O)[O-])cc1[N+](=O)[O-]
5 | / | CC(C)(C)OC(=O)NC(Cc1c[nH]c2ccccc12)C(=O)O (centres undefined)
4 | 9 | CCNc1ccc(N2CCC(C(=O)NCCOc3ccccc3)CC2)nn1
-4 | -26 | Cc1cnc(Cl)nc1NCc1nc2ccccc2[nH]1
-36 | -1 | COc1ccc(-c2nc3c(Nc4cc(OC)c(OC)c(OC)c4)ncnc3n2C(C)C)cc1

# Next results:
ULK1 inh | ASK1 inh | SMILES
10 | 2 | O=C1CCCN1CCCNc1nccc(Nc2ccccc2)n1
-6 | -13 | NC(=O)c1ccc2nc(N3CCCC3CO)sc2c1 (centres undefined)
-3 | 18 | Cc1nc(C)n(-c2ccc(Nc3nccc(-c4cccc(-n5ccnn5)c4)n3)cc2)n1
-22 | -10 | CC(=O)c1cccc(-c2nc(NC3CCN(Cc4ccccc4)CC3)c3ncn(-c4ccccc4)c3n2)c1
1 | 5 | CN(C)CCN(C(=O)OCc1ccccc1)c1cc(-c2cn[nH]c2)ccc1NC(=O)OCc1ccccc1
18 | 1 | COc1cc(N2CCOCC2)ccc1Nc1cc(NCc2ccccc2)c(C(F)(F)F)cn1
3 | -1 | COc1ccc(CCNc2ncnc3nc(-c4ccc(C(N)=O)cc4)[nH]c23)cc1
2 | 21 | c1ccc(CN2CCC(Nc3nc(NCCOc4ccccc4)c4ncn(C5CCCCC5)c4n3)CC2)cc1
-27 | -13 | COC(=O)c1cccc(CN(C)C(=O)Nc2ccc(-c3cn[nH]c3)cc2)c1
12 | / | CCN(CC)c1cc(-c2cccnc2)nc(-c2ccccn2)n1
4 | -5 | COc1cc(Nc2nc(NCCCN3CCCC3=O)nc3c2ncn3CCN2CCCC2=O)cc(OC)c1OC
-12 | 1 | Cc1[nH]ncc1-c1ccc(NC(=O)C2COc3ccc(F)cc3C2)c(OCCN2CCOCC2)c1 (centres undefined)
-19 | -1 | NC(=O)c1ccc(-c2nc(NCc3ccccc3)c3ncn(C4CCCCC4)c3n2)cc1
7 | -23 | O=C(NCc1cccnc1)c1csc(Nc2ccc(-n3ccnc3)cc2)n1
4 | -6 | COc1ccc(-c2cncc(C(=O)Nc3ccc(NC(C)=O)cc3)c2)cc1
0 | -1 | CC(=O)c1cccc(-c2nc(N)c3ncn(-c4ccsc4)c3n2)c1
